Screens from PubChem BioAssay.
Vc quorum ag: quorum light induction in luxS cqsA deficient V. cholerae. V. cholerae BH1578 lux reporter, luminescence, 6 h. activation, % at 18.7 µM. 350,000 compounds, 0.16% hits; in the data active = activation mostly above about 9.7%, no sharp cut-off; also: not every result past the cut was called active; inactives centre near 0; reference of the scale not given here
Mtb UGM inh: Mtb UDP-galactopyranose mutase inhibition; P9WIQ1; purified UGM, fluorescence polarization probe displacement; inhibition, % at 10 µM; 320,000 compounds, 0.06% hits; AID 504406; in the data active = inhibition above about 10%, passing the limit was not always enough
Target sequence (P9WIQ1 whole entry, looked up): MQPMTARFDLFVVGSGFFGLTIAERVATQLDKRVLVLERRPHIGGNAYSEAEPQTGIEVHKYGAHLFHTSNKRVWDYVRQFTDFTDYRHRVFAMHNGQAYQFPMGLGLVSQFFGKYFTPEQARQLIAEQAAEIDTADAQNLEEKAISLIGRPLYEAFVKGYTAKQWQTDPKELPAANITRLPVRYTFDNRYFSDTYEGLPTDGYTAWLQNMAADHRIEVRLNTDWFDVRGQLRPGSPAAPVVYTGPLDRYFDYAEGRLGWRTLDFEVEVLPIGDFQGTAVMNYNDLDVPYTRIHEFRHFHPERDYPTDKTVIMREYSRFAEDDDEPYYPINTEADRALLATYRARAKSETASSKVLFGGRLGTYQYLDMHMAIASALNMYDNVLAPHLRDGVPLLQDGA
DUSP3 inh: DUSP3 (human) phosphatase inhibition; recombinant VHR phosphatase, pNPP absorbance; inhibition, % at 13.3 µM; 290,000 compounds, 0.52% hits; AID 1654; in the data active = inhibition above about 50%; also: some compounds called inactive have numbers as strong as hits
SSB-PriA inh: blocks PriA binding to SSB C-terminal tail. AlphaScreen SSBct-PriA binding, biotinylated peptide. inhibition, % at 33 µM. 430,000 compounds, 0.6% hits; in the data active = inhibition mostly above about 37%, no sharp cut-off; inactive = mostly below about 20%;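 also: plate controls were negative control peptide for no effect and reference peptide for full effect; strong numbers were not always called active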
MazF activator: MazEF (E. coli) toxin RNase activation. activation, % at 20 µM. FAM/BHQ RNA-DNA oligo cleavage fluorescence, 5 h. 350,000 compounds, 0.32% hits; in the data active = activation above about 50%
Target sequence (P0AE70 whole entry, looked up): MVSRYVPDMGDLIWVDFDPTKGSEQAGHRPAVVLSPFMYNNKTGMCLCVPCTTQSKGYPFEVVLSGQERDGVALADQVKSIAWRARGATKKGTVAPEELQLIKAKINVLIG
BioA inh: inhibitors of Mycobacterium tuberculosis BioA enzyme. inhibition, % at 9.99 µM. AID 602481. purified M. tuberculosis BioA enzyme, plate reader. 360,000 compounds, 0.096% hits; in the data active = inhibition above about 40%
GDH-TPI counter: counter-screen for M. tuberculosis FBA inhibitors: GDH-TPI coupled enzymes; inhibition, % at 4.8 µM; AID 588335; GDH-TPI coupled enzyme counterscreen, NADH absorbance; 360,000 compounds, 1.2% hits; in the data active = inhibition above about 30%;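 also: 0% = DMSO wells and 100% = wells lacking the enzyme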
FBA Mtb inh: inhibits M. tuberculosis FBA enzyme; P9WQA3; purified M. tuberculosis FBA, fluorescence read-out; inhibition, % at 1 µM; 360,000 compounds, 2.3% hits; in the data active = inhibition above about 27%;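 also: 0% = vehicle and 100% = reference inhibitor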
Target sequence (P9WQA3 whole entry, looked up): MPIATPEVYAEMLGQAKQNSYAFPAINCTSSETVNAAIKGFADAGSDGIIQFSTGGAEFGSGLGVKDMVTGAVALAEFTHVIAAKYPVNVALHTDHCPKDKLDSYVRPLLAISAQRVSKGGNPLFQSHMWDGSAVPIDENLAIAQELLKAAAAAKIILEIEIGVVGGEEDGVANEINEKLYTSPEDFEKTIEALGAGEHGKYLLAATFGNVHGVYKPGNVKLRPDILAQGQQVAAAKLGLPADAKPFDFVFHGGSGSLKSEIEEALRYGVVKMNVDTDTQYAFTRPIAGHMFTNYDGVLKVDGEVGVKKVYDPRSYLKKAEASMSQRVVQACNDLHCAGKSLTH
Rv3671c protease: inhibitors of M. tuberculosis serine protease Rv3671c. inhibition, % at 5.96 µM. 320,000 compounds, 0.048% hits. P9WHR9; in the data active = inhibition above about 38%;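 also: extracellular domain of Rv3671c used as enzyme; 0% = enzyme with DMSO and 100% = no enzyme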
3CLpro inhibitor: SARS-CoV 3CLpro protease inhibition. P0C6X7. recombinant SARS-CoV 3CLpro, quenched FRET peptide cleavage. inhibition, % at 6 µM. 290,000 compounds, 0.14% hits. AID 1706; in the data active = inhibition above about 12%
* hit, by the source's call; i = inactive; nt = no result given; & = joins results of further samples. Some of the compounds tested, so the mix of outcomes need not match the whole.

The line under a structure holds: DUSP3 inh	SSB-PriA inh	GDH-TPI counter	Mtb UGM inh	3CLpro inhibitor	MazF activator	Vc quorum ag	FBA Mtb inh	BioA inh	Rv3671c protease
1	CCCNC(=O)CC1C(=O)N(Cc2ccccc2)C(C)c2nc3ccccc3n21 (centres undefined)
  13	-9	-3	-0.5	-5	8	i	-1	1.2	-1
2	CCN(CC)C(=O)Cn1cnc2ccccc2c1=O
  -9	-14	5	-0.2	1	-6	i	-1	-0.7	1
3	CC1=NN(C(N)=S)C(=O)C1N=Nc1cccc([N+](=O)[O-])c1 (centres undefined)
  -7	-4	-4	-1.4	-2	7	i	1	-0.9	-1
4	CCOC(=O)c1ccc(Nc2nc(C)cc(C)n2)cc1
  27	3	-8	0.2	-3	-3	i	1	-0.8	nt
5	COc1ccc(NC(=O)CCCCCn2nnc3ccccc3c2=O)cc1
  27	2	-6	-2.9	-1	-9	i	7	0.3	nt
6	Cc1ccc(C)c(N2CCN(S(=O)(=O)c3c(C)noc3C)CC2)c1
  7	-11	2	2.5	0	8	-0.1	-1	0.8	-2
7	COc1ccccc1NC(=O)CSc1n[nH]c(-c2cccnc2)n1
  2	-3	-3	-1.1	4	-5	0.6	7	6.0	4
8	CCOC(=O)C1=C(C)N(CCCC(=O)O)C(=O)NC1c1ccccc1Cl (centres undefined)
  nt	10	nt	0.9	nt	11	nt	nt	nt	4
9	CC(=O)N(Cc1cc2c(C)cc(C)cc2[nH]c1=O)C1CCCCC1
  8	-6	14	0.8	-2	-11	nt	7	0.8	-3
10	O=C(Nc1nc(-c2ccccc2)ns1)c1cccs1
  -12	-6	11	-0.3	6	0	i	0	-0.4	-15
11	COCCNC(=S)NC1CC2CCC(C1)N2Cc1ccccc1 (centres undefined)
  -5	-31	3	0.9	-1	9	-0.6	0	nt	4
12	COc1ccc(NC(=O)CSc2nnc(Cn3cnc([N+](=O)[O-])n3)n2C)cc1
  26	-2	-7	nt	0	6	i	-2	1.2	-8
13	O=C(NC(=O)c1ccc(Cl)cc1)Nc1cc(N2CCCCC2)ncn1
  nt	-1	-4	1.2	-6	2	-0.4	2	-2.9	8
14	CC(=O)NC(c1ccco1)c1cc(Cl)c2ccccc2c1O (centres undefined)
  nt	5	12	3.3	nt	15	-0.6	37*	-0.9	-1
15	Cc1ccc(O)c(NC(=O)c2ccco2)c1
  10	-14	2	0.3	2	5	-1.4	-1	-1.0	-12
16	COC(=O)Oc1c(Br)c(=O)oc2ccccc12
  nt	-4	-8	2.0	-3	10	i	0	0.9	0
17	O=[N+]([O-])c1ccc(-c2nnc3cccc(Cl)n23)cc1
  7	10	15	-0.3	-3	6	-0.5	0	3.0	-2
18	COC(=O)C(NC(=O)C(C)Oc1ccccc1)C(C)C (centres undefined)
  -2	-19	-4	1.0	-4	2	i	-1	0.5	0
19	COc1cccc(N2C(=NC(=O)c3ccccc3)SC3CS(=O)(=O)CC32)c1 (centres undefined)
  16	-7	-1	0.0	1	3	-0.2	-3	-2.0	3
20	COc1ccccc1CNC(=O)CN(C)CC(=O)Nc1cccc(F)c1
  23	-9	-4	-0.4	0	3	i	-1	nt	0
21	CSc1ccc(CNCc2ccc3c(c2)OCO3)cc1
  55*	1	2	-1.7	4	9	i	2	-1.0	-1
22	C(=N\Nc1nc(-c2cccnc2)nc2ccccc12)/c1ccccc1
  21	i	20	-1.7	-3	6	-0.9	4	2.8	-3
23	Nc1cccc(NC(=O)c2cccs2)c1
  3	2	6	-3.2	-3	15	-2.0	3	1.3	5
24	CC/C(=N/NC(=O)c1ccc(Br)cc1)c1ccc(OCCN2CCOCC2)cc1
  -12	nt	7	6.3	6	6	0.0	0	nt	1
25	CO[C@H]1C=C2CCN(C)[C@H]2C2c3cc4c(cc3C(=O)O[C@@H]21)OCO4 (some centres undefined)
  nt	-1	-6	-1.6	nt	5	-2.8	6	0.9	3
26	Cn1c(SCC(=O)NCC2CCCO2)nc2c(c1=O)SCC2 (centres undefined)
  24	-5	4	-3.1	-1	4	i	-2	0.1	-9
27	CCN1CCN(C(=O)c2cc3c(=O)n4ccccc4nc3s2)CC1
  -14	-1	18	0.6	2	0	-0.4	192*	2.1	7
28	Cn1nc(C(=O)NC2CCCC2)c2ccccc2c1=O
  nt	-6	-2	nt	nt	2	-0.3	2	0.1	-6
29	COc1cc(N)c2ncccc2c1Br
  nt	4	12	nt	nt	12	-1.0	0	-1.4	nt
30	CC(=O)NCCOc1cccc2ccccc12
  -16	-20	13	-0.4	0	10	-0.3	0	nt	4
31	CCc1nc2cccnc2n1-c1ccc(CC(=O)O)cc1
  16	3	-1	-1.7	-3	-7	0.6	3	-0.8	6
32	Cc1ccc(C(=O)NCC(=O)OCC(=O)Nc2ccccc2[N+](=O)[O-])cc1
  -2	0	-1	-0.6	-2	1	0.0	0	0.1	0
33	O=C(OC(C(=O)Nc1ccc(Cl)c(C(F)(F)F)c1)c1ccccc1)C1=COCCO1 (centres undefined)
  -15	9	4	0.3	6	1	-0.1	-4	-0.7	-90
34	CCCC(=O)N1CCCC1(C)C(=O)NCCc1ccccn1 (centres undefined)
  nt	nt	9	nt	nt	nt	-3.0	-1	0.3	nt
35	O=C(NC(=S)NC1CCS(=O)(=O)C1)c1ccccc1 (centres undefined)
  2	-2	0	-1.2	-1	-2	i	2	-1.8	-2
36	N#C/C(=C1\CCCN1)c1nc(-c2ccccc2)cs1
  12	-9	8	-0.3	3	6	0.9	1	-0.8	7
37	CC(=O)Nc1sc(/C(C#N)=C/c2ccc(Cl)c(Cl)c2)nc1-c1ccc(C)cc1
  -4	-29	8	nt	2	-74	nt	-2	nt	nt
38	CN(C)Cc1nnnn1-c1ccccc1
  21	-9	12	2.8	6	9	i	3	-0.5	-2
39	CN1C(=O)CC(C(=O)O)SC1=Nc1ccc(F)cc1 (centres undefined)
  0	-5	-11	1.4	-3	10	-1.7	-5	nt	-4
40	CCn1c(SCC(=O)NCC2CCCO2)nnc1-c1ccc(S(=O)(=O)N2CCN(C)CC2)cc1 (centres undefined)
  -28	6	0	0.4	0	2	-0.4	9	nt	0

Another view of 2 compounds above.
(1) CCCNC(=O)CC1C(=O)N(Cc2ccccc2)C(C)c2nc3ccccc3n21 (centres undefined)
(2) CCN(CC)C(=O)Cn1cnc2ccccc2c1=O

assay / compound | 1 | 2
DUSP3 inh | 13 | -9
SSB-PriA inh | -9 | -14
GDH-TPI counter | -3 | 5
Mtb UGM inh | -0.5 | -0.2
3CLpro inhibitor | -5 | 1
MazF activator | 8 | -6
Vc quorum ag | i | i
FBA Mtb inh | -1 | -1
BioA inh | 1.2 | -0.7
Rv3671c protease | -1 | 1

Carrying on:
The line under a structure holds: DUSP3 inh	SSB-PriA inh	GDH-TPI counter	Mtb UGM inh	3CLpro inhibitor	MazF activator	Vc quorum ag	FBA Mtb inh	BioA inh	Rv3671c protease
41	COc1ccc(C2=NN(C(=O)c3cccc([N+](=O)[O-])c3)C(c3cccc([N+](=O)[O-])c3)C2)cc1 (centres undefined)
  -6	-6	29	2.0	3	3	-1.8	-1	0.0	0
42	O=C(CCCCCN1C(=O)c2cccc([N+](=O)[O-])c2C1=O)NCCc1ccccc1
  nt	nt	13	nt	nt	-16	-5.6	3	-0.4	nt
43	CCOC(=O)C(NC(C)=O)C(OC(C)=O)c1cccc(N(CCCl)CCCl)c1 (centres undefined)
  -5	-31	1	-2.0	4	3	2.2	5	0.6	4
44	COCCNc1nc(NCCNC(C)=O)c2sc(-c3ccccc3)cc2n1
  nt	nt	15	nt	nt	nt	i	9	2.4	nt
45	CCOC(=O)c1cc(S(=O)(=O)NC2CCC(C)CC2)cn1C (centres undefined)
  -20	-9	13	-2.2	-3	0	-0.2	2	1.5	-2
46	O=S(=O)(NCc1ccco1)c1ccc(Cl)cc1Cl
  8	-9&9	-5	-3.1	-2	11	-0.1	5	-1.4	-6
47	Cc1nnc(SCC(=O)c2c(N)n(C3CC3)c(=O)[nH]c2=O)n1C
  nt	5	12	-1.2	nt	-15	i	3	0.1	1
48	Cc1ccc2c(c1)N(S(=O)(=O)c1cc(-c3onc(C)c3C)ccc1C)CCO2
  -25	10	5	2.9	6	-12	-0.2	2	-2.6	-11

A different layout for part of the listing above:
[42] O=C(CCCCCN1C(=O)c2cccc([N+](=O)[O-])c2C1=O)NCCc1ccccc1
  DUSP3 inh = nt
  SSB-PriA inh = nt
  GDH-TPI counter = 13
  Mtb UGM inh = nt
  3CLpro inhibitor = nt
  MazF activator = -16
  Vc quorum ag = -5.6
  FBA Mtb inh = 3
  BioA inh = -0.4
  Rv3671c protease = nt

[43] CCOC(=O)C(NC(C)=O)C(OC(C)=O)c1cccc(N(CCCl)CCCl)c1 (centres undefined)
  DUSP3 inh = -5
  SSB-PriA inh = -31
  GDH-TPI counter = 1
  Mtb UGM inh = -2.0
  3CLpro inhibitor = 4
  MazF activator = 3
  Vc quorum ag = 2.2
  FBA Mtb inh = 5
  BioA inh = 0.6
  Rv3671c protease = 4

[44] COCCNc1nc(NCCNC(C)=O)c2sc(-c3ccccc3)cc2n1
  DUSP3 inh = nt
  SSB-PriA inh = nt
  GDH-TPI counter = 15
  Mtb UGM inh = nt
  3CLpro inhibitor = nt
  MazF activator = nt
  Vc quorum ag = i
  FBA Mtb inh = 9
  BioA inh = 2.4
  Rv3671c protease = nt

[45] CCOC(=O)c1cc(S(=O)(=O)NC2CCC(C)CC2)cn1C (centres undefined)
  DUSP3 inh = -20
  SSB-PriA inh = -9
  GDH-TPI counter = 13
  Mtb UGM inh = -2.2
  3CLpro inhibitor = -3
  MazF activator = 0
  Vc quorum ag = -0.2
  FBA Mtb inh = 2
  BioA inh = 1.5
  Rv3671c protease = -2

Individual results from the results shown:
COc1ccc(C2=NN(C(=O)c3cccc([N+](=O)[O-])c3)C(c3cccc([N+](=O)[O-])c3)C2)cc1 (centres undefined) @ BioA inh = 0.0
O=S(=O)(NCc1ccco1)c1ccc(Cl)cc1Cl @ SSB-PriA inh = -9&9
CCOC(=O)c1cc(S(=O)(=O)NC2CCC(C)CC2)cn1C (centres undefined) @ MazF activator = 0
COCCNc1nc(NCCNC(C)=O)c2sc(-c3ccccc3)cc2n1 @ GDH-TPI counter = 15
O=C(CCCCCN1C(=O)c2cccc([N+](=O)[O-])c2C1=O)NCCc1ccccc1 @ BioA inh = -0.4
CCOC(=O)C(NC(C)=O)C(OC(C)=O)c1cccc(N(CCCl)CCCl)c1 (centres undefined) @ Vc quorum ag = 2.2
